Compound activity from PubChem BioAssay.
697 NFkB inh = inhibitors of the PMA/ionomycin-induced NF-kB reporter in 697 B cells; 697 B-cell NF-kB luciferase reporter, 16 h; inhibition, % at 4 µM; actives 0.33% (n = 330,000); AID 435022; in the data active = inhibition above about 35%
Gli-Sufu antag = Gli-Sufu pathway antagonism; Sufu-KO-LIGHT fibroblasts, Gli luciferase reporter luminescence; inhibition, % at 5 µM; actives 0.74% (n = 340,000);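 active = inhibition above about 55%, limit read from the data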;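 also: 0% = DMSO-treated cells and 100% = wells with medium but no cells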
UPR CHOP act = activators of apoptotic arm of unfolded protein response (CHOP). CHO-CHOP luciferase reporter, UPR activation, luminescence; percent of tunicamycin response over DMSO baseline. activation, % at 10 µM. actives 0.34% (n = 330,000). AID 449763;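 active = at 10 µM dose, activation of 40% or more, normalized to positive control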;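 also: 100% = tunicamycin at 10 µg/mL and 0% = DMSO alone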
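Test system: CHO CHOP reporter cells. Input: 500 CHO-CHOP cells per well. Medium: F12 with 10% FBS. Technique: luciferase luminescence. Measure: percent activation relative to tunicamycin control. Dosing: 10 µM compound, 0.5% DMSO. Timing: 16-18 h cell attachment, then 6 h compound exposure, 37 °C.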
CCR6 antag = blocks CCL20-driven beta-arrestin recruitment at human CCR6. P51684. CHO-K1 CCR6 PathHunter beta-arrestin, luminescence, CCL20-stimulated. inhibition, % at 20 µM. actives 0.49% (n = 340,000);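 active = compounds whose inhibition of the agonist-driven luminescence signal at 20 µM reaches about 50%, limit read from the data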;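 also: cells stimulated with CCL20 at 14 nM final; plate controls were DMSO with CCL20 for no effect and DMSO without agonist for full effect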
Target sequence (P51684 whole entry, looked up): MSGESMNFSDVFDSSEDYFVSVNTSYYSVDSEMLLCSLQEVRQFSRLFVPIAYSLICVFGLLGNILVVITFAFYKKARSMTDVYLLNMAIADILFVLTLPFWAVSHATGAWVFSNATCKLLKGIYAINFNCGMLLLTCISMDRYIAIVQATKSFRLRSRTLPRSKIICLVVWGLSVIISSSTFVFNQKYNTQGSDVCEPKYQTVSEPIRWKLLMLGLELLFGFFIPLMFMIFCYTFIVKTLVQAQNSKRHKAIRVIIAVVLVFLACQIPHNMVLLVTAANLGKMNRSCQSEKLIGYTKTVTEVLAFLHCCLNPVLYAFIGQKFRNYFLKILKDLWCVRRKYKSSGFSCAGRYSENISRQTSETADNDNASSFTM
Jurkat NFkB inh = inhibitors of the PMA/ionomycin-induced NF-kB reporter in Jurkat cells; inhibition, % at 4 µM; PMA/ionomycin-induced NF-kB luciferase reporter, luminescence; actives 0.53% (n = 330,000); AID 435003; in the data active = inhibition above about 50%
UPR XBP1 act = activators of adaptive arm of unfolded protein response (XBP1); CHO-XBP1 luciferase reporter, IRE1-XBP1 UPR activation, luminescence; percent of tunicamycin response, DMSO as zero; activation, % at 20 µM; actives 0.33% (n = 330,000);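 active = versus positive control, 20 µM dose yields 30% or more activation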;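 also: 100% = tunicamycin at 10 µg/mL and 0% = DMSO only wells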
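Material: CHO-XBP1 cells stably carrying IRE1-XBP1-driven luciferase reporter / Amount: 1000 cells per well / Compound: 20 µM, 1% DMSO / Times: 6 h treatment, 37 °C / Detection: luciferase luminescence / Measure: % activation of reporter signal versus tunicamycin and DMSO controls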
EBI2 antag = antagonists of human EBI2 receptor | AID 651636 | EBI2 beta-arrestin recruitment, luminescence, 7a,25-OHC stimulated | actives 0.81% (n = 360,000) | inhibition, % at 5 µM | P32249; in the data active = inhibition above about 38%;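 also: enzyme fragment complementation signal reports receptor beta-arrestin coupling in cells; 0% = agonist plus DMSO wells and 100% = wells without agonist; some results beyond the cut were filed as inactive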
Target sequence (P32249 whole entry, looked up, the tested form may be a part): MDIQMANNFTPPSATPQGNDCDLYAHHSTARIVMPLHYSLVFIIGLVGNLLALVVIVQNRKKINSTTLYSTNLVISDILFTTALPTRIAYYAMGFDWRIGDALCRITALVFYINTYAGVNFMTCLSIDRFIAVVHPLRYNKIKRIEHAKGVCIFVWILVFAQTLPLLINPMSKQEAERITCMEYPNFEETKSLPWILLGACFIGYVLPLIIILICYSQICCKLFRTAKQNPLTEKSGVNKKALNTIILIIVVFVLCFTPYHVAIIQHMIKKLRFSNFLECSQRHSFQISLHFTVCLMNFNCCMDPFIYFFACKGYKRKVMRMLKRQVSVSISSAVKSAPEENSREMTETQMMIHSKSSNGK
CXCR6 block = inhibitors of human CXCR6 receptor; CHO-K1 PathHunter CXCR6 beta-arrestin, luminescence; actives 0.36% (n = 360,000); inhibition, % at 20 µM; O00574; in the data active = inhibition above about 34%, passing the limit was not always enough;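 also: antagonist mode with CXCL16 agonist at 10 nM final; 0% = 10 nM CXCL16 with DMSO and 100% = unstimulated wells without agonist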
Target sequence (O00574 whole entry, looked up): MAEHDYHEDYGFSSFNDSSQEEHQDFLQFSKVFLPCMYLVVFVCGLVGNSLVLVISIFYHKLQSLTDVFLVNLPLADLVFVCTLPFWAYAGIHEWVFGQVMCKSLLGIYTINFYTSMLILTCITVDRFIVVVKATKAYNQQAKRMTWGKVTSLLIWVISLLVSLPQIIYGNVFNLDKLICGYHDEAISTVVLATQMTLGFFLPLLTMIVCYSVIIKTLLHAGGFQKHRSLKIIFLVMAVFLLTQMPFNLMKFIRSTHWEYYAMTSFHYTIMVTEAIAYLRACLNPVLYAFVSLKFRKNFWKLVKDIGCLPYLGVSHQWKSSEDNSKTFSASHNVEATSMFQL
Mdm2-MdmX inh = disrupts the human Mdm2-MdmX interaction. SaOS-2 split-luciferase Mdm2/MdmX complementation, luminescence. actives 3% (n = 330,000). inhibition, % at 8 µM. O15151+Q00987;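 active = inhibition of at least 50% at 8 µM in the primary screen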
Starred values were filed as active, the others as inactive; . = not tested or not shown.

compound,697 NFkB inh,Gli-Sufu antag,UPR CHOP act,CCR6 antag,Jurkat NFkB inh,UPR XBP1 act,EBI2 antag,CXCR6 block,Mdm2-MdmX inh
CC(=NCCCNC1CCCCC1)C1=C(O)CC(C)(C)CC1=O,21,10,1.0,-10,-16,2,-10,-2,19
CCc1ccccc1N(C(=O)c1cccs1)C1C=CS(=O)(=O)C1 (stereo unspecified),-7,0,-2.0,3,12,1,-6,1,33
CCN1C(=O)c2cccc3c(S(=O)(=O)NC(Cc4ccccc4)C(=O)O)ccc1c23 (stereo unspecified),-17,42,0.2,-2,-3,-1,0,9,-14
COc1ccccc1C(=O)Nc1ccnn1C1CCN(C(=O)C2CCOC2)CC1 (stereo unspecified),-7,-10,0.9,0,-1,-5,-6,-8,-8
O=C(CCCOc1ccc(Cl)cc1)NCCc1ccccc1,-2,0,2.5,13,12,-7,12,-3,-26
Nc1ccc(C(=O)OCC(=O)NC2CCCc3ccccc32)cc1[N+](=O)[O-] (stereo unspecified),-9,9,-0.8,13,15,-1,5,10,-27
COc1ccc2nc(SC)cc(C)c2c1,-11,-1,0.7,10,-14,5,-3,0,31
COc1ccc(/C=C/C(=O)Nc2ccccc2C(=O)N2CCCC2)cc1,-45,-7,2.2,-2,-16,-4,6,-12,4
Cc1cc(NC(=O)Nc2ccc(F)c(Cl)c2)no1,20,-6,2.6,12,-23,0,3,-1,-13
COC(=O)c1ccc(NC(=O)CSCc2ccc(C)cc2)cc1,12,-23,-0.9,-10,-1,-1,-7,7,0
COc1ccc(-c2nn(-c3ccccc3)cc2CNC(C)Cn2cncn2)c(F)c1 (stereo unspecified),-12,9,-0.2,5,-26,1,2,-5,7
CCOC(=O)CNC(=O)c1cn(C)c(=O)c2cc(OC)c(OC)cc12,-9,5,-1.8,-6,-13,-1,0,4,-3
CCCC(c1nnnn1CS(=O)(=O)c1ccc(C)cc1)N1CCC(C(N)=O)CC1 (stereo unspecified),10,-5,2.1,9,-8,-4,3,4,25
O=C(NCc1nnnn1-c1ccc(F)c(F)c1)c1cc2ccccc2o1,11,-7,0.8,-6,13,-4,15,-5,12
COc1ccc(NC(=S)Nc2ccccn2)cc1,-120,-30,4.7,0,-95,2,3,-11,-141
O=C(Nc1nc(-c2ccncc2)cs1)c1ccc(F)cc1,-14,1,1.4,-6,-6,2,0,-1,66*
O=C(NCc1ccco1)c1ccc(Cl)s1,18,-4,-0.7,5,4,2,-5,1,-39
CCOc1nc2cnccc2n(CC(=O)Nc2ccccc2C(=O)OC)c1=O,-10,8,0.0,-10,8,-3,-4,7,13
CCCCSc1nc(C)cc(C)c1S(=O)(=O)c1ccccc1C,6,3,-0.4,23,9,-3,16,-4,16
COc1ccccc1Cn1c(=S)[nH]c2cc(C(=O)NCCCN3CCOCC3)ccc2c1=O,-7,1,-0.3,27,-12,-2,-1,4,40
Cc1c(CCO)c(=O)n(C)n1C(=O)c1ccc(Cl)cc1,-9,-7,0.7,-6,11,1,-3,-8,1
O=C(NNc1c2ccccc2nc2ccccc12)C(O)c1ccccc1 (stereo unspecified),-22,2,-0.4,17,7,2,0,1,78*
Cc1cccc(NCC(=O)N/N=C\c2cccn2C)c1,-9,9,1.0,-7,5,-1,16,-1,-3
Cc1ccccc1NC(=O)CSc1nnc(-c2ccoc2C)n1CCc1ccccc1,-26,-8,-1.9,14,-20,-2,3,-2,22
CCCCN(CCCC)S(=O)(=O)c1ccc(NC(=O)Cc2cccs2)cc1,-4,-1,-3.8,3,-4,-3,21,-3,24
O=[N+]([O-])c1ccc(Cl)cc1P(=O)(O)c1cc(Cl)ccc1[N+](=O)[O-],.,-18,.,6,.,.,6,-1,.
Cc1ccc(NC(=O)c2ccco2)cc1C,-78,-41,2.6,0,-69,-2,-3,-3,-69
Cc1nc(NC(=O)c2ccco2)sc1-c1csc(Nc2ccc(Cl)cc2)n1,2,4,-2.2,6,16,0,17,-6,19
COc1ccc(NC(=O)N(Cc2ccc3c(c2)OCO3)C2CC(=O)N(c3ccc(OC)cc3)C2=O)cc1 (stereo unspecified),19,1,-0.6,4,9,-1,-5,-2,20
CCCC(=O)NC(c1ccc(OC)cc1)c1c(O)ccc2ccccc12 (stereo unspecified),2,-14,0.4,7,4,-5,-2,0,50*
CCOc1ccc(C(=O)NC(C(=O)NCc2ccccn2)C(C)C)cc1 (stereo unspecified),-6,-8,-2.1,5,2,-2,-3,8,0
COc1ccc(CNC(=O)C2=CC(c3ccc(C)cc3)=NS(=O)(=O)N2C)cc1,15,-2,1.8,-2,16,-2,-13,4,13
CN1CCC(=O)N([C@H](CN=[N+]=[N-])Cc2ccccc2)CC1,3,-15,0.6,-1,8,0,1,2,12
COc1ccc(/C=N/Nc2ccc([N+](=O)[O-])cc2S(=O)(=O)N2CCN(C)CC2)cc1,-5,-9,3.0,25,7,3,5,10,30
COc1ccc(Cl)cc1NC(=O)C1CCCN(c2cc(C)nc3ncnn23)C1 (stereo unspecified),-1,28,-0.7,0,1,-1,0,-8,38
CCc1nc(N[C@@H](Cc2c[nH]c3ccccc23)C(=O)O)c2oc3ccccc3c2n1,8,-3,0.8,8,1,-6,4,-4,-15
O=C(CNC(=O)c1[nH]cnc1C(=O)NC(c1ccccc1)c1ccccc1)OCc1ccccc1,12,-4,1.5,-2,-1,-3,-4,-4,-11
O=C1CC(c2cccc(Oc3ccccc3)c2)NC(=O)N1 (stereo unspecified),-16,-3,-1.6,3,-8,-4,-8,6,-4
O=c1ccn([C@@H]2O[C@H](CNS(=O)(=O)c3csc(-c4ccno4)c3)[C@@H](O)[C@H]2O)c(=O)[nH]1,.,6,.,8,.,.,0,-2,.
Cn1nnnc1Sc1ncnc2scc(-c3cccc4c3sc3ccccc34)c12,-114,31,3.1,14,-14,1,17,9,100*
COCC(C)n1c(C)cc(C(=O)COC(=O)c2ccc3c(c2)NC(=O)CS3)c1C (stereo unspecified),6,-4,-1.8,2,9,2,5,-7,19
O=c1[nH]c2cc3c(cc2cc1CN(Cc1nnnn1CC1CCCO1)C1CCCCC1)OCO3 (stereo unspecified),-9,-4,3.1,15,9,-1,-13,4,13
COC(=O)C(NC(=O)c1ccc(OC)cc1)(Nc1ncc(S(=O)(=O)c2ccc([N+](=O)[O-])cc2)s1)C(F)(F)F (stereo unspecified),-3,3,4.6,20,0,1,2,14,19
CCCOC(=O)C(C)n1c(-c2ccccc2)nc2ccccc2c1=O (stereo unspecified),2,2,-1.2,-5,1,0,-13,2,-1
CCOC(=O)c1sc(NC(=O)Nc2ccc(Cl)cc2)cc1C,-22,-18,14,5,-22,4,-1,-7,75*
N#Cc1cccc(NC(=O)COC(=O)CCc2ccc(S(=O)(=O)N3CCOCC3)cc2)c1,-8,-9,3.0,-2,-11,2,-16,-4,7
C=CCn1c(COc2ccc(Cl)cc2)nnc1SCC(=O)NCC(=O)OCC,-13,-1,2.1,7,3,-3,1,-8,10
COc1ccc(/C=C(/NC(=O)c2ccccc2)C(=O)NCCN2CCOCC2)cc1OC,8,-13,1.8,-3,4,0,-2,-7,2

Record cards, from the list above.
`COc1ccc(/C=C(/NC(=O)c2ccccc2)C(=O)NCCN2CCOCC2)cc1OC` is listed with 697 NFkB inh: 8; Gli-Sufu antag: -13; UPR CHOP act: 1.8; CCR6 antag: -3; Jurkat NFkB inh: 4; UPR XBP1 act: 0; EBI2 antag: -2; CXCR6 block: -7; Mdm2-MdmX inh: 2
`N#Cc1cccc(NC(=O)COC(=O)CCc2ccc(S(=O)(=O)N3CCOCC3)cc2)c1` is listed with 697 NFkB inh: -8; Gli-Sufu antag: -9; UPR CHOP act: 3.0; CCR6 antag: -2; Jurkat NFkB inh: -11; UPR XBP1 act: 2; EBI2 antag: -16; CXCR6 block: -4; Mdm2-MdmX inh: 7

Next part.
compound,697 NFkB inh,Gli-Sufu antag,UPR CHOP act,CCR6 antag,Jurkat NFkB inh,UPR XBP1 act,EBI2 antag,CXCR6 block,Mdm2-MdmX inh
COc1ccc(CCC2(C)OCC(CCCCO)O2)cc1 (stereo unspecified),.,-1,.,0,.,.,7,2,.
Cc1oc(-c2ccccc2)cc1C(=O)Nc1cccc(C(=O)O)c1,-1,-8,1.4,-6,-19,-2,5,2,-26
Cn1c(SCC(=O)NCc2ccc(F)cc2)ncc(C(=O)Nc2ccccc2)c1=O,1,54,0.0,24,1,-2,22,6,19
CCC(C)C(=O)Nc1nc(C)c(-c2csc(Nc3cc(Cl)ccc3OC)n2)s1 (stereo unspecified),3,6,4.3,12,11,-1,-2,3,20
Cc1ccccc1NC(=S)N1CCCCCC1,12,10,-0.3,7,-20,-5,-8,1,13
COc1ccc(Cc2c(N)nc(C)nc2N)cc1,16,7,-0.3,11,10,-2,-20,-3,-3
O=C(CCCN1C(=O)c2cccc3cccc(c23)C1=O)NCc1ccco1,-1,-18,1.7,1,-10,3,-6,10,8
COc1ccc(NC(=O)CC(Cc2ccc(Cl)cc2)C(=O)O)cc1 (stereo unspecified),-1,2,0.4,2,4,-2,1,0,-12
NS(=O)(=O)c1ccc(N/N=C/c2ccc(C(=O)O)cc2)c([N+](=O)[O-])c1,10,4,-1.8,16,3,-3,-4,10,18
Cn1c(Cc2ccc3c(c2)OCO3)nnc1SCC(=O)NC1CCCC1,-4,.,-0.2,.,-4,-2,.,.,1
COCCN(C(=O)CNC(=O)c1ccco1)C(C(=O)NC1CCCCC1)c1cccs1 (stereo unspecified),-14,-2,-1.3,-3,-8,-2,-8,-2,8
Cc1ccc(S(=O)(=O)NC2CC(C)(C)NC(C)(C)C2)cc1C,5,-10,-0.1,6,8,1,-15,4,20
Cc1ccc(-c2nnn(CC(=O)N(c3ccc4c(c3)OCCO4)C(C(=O)NCC3CCCO3)c3ccc(F)cc3)n2)o1 (stereo unspecified),9,-2,-1.2,12,-7,-3,4,-6,16
Cc1ccccc1NC(=O)Cn1nnc(C(=O)NCc2ccco2)c1N,-19,1,-1.9,8,41,3,2,7,-10
NS(=O)(=O)c1ccc(CNC(=O)C2CCCCC2)cc1,5,5,-1.2,3,-9,0,0,-4,-20
C1=CCC(/C=N/n2cnnc2)CC1 (stereo unspecified),7,9,-0.5,-2,6,-1,4,4,12
Nc1nnc(SCC(=O)c2ccc([N+](=O)[O-])cc2)s1,9,2,0.8,-12,6,-3,-2,-1,-5
CCOC(=O)[C@H]1[C@H]2COc3ccccc3[C@@H]2N2C(=O)c3cc(C)ccc3NC(=O)[C@@]12C,11,2,0.8,1,-1,-2,-11,3,8
NC(=S)NN=C1c2cc(OCCN3CCOCC3)ccc2-c2ccc(OCCN3CCOCC3)cc21,-36,8,2.0,23,50,-5,-14,1,60*
COc1ccc(S(=O)(=O)N2CCCC(C(=O)N3CCOCC3)C2)cc1OC (stereo unspecified),-3,11,-0.3,0,11,5,10,0,16
CCn1cc(C(=O)O)c(=O)c2cnc(N3CCN(C(=S)NC(=O)c4ccc(F)c(F)c4)CC3)nc21,-20,20,0.3,1,-5,-1,-2,0,-13
O=C(Nc1ccc(CN2CCCCC2)cc1)Nc1ccc(Br)cc1Cl,20,22,9.2,29,7,16,0,-8,74*
Cn1cc(CCC(=O)NC2CC2)c2ccccc21,15,9,0.9,3,4,-3,-1,-2,12
